HKDC1 inhibitor – HKDC1 (human) hexokinase inhibition; Q2TB90; AID 493160; inhibition, % at 20 µM; 340,000 tested, 0.16% active; recombinant HKDC1, G6PDH/diaphorase resazurin coupled fluorescence;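 active means inhibition above about 35% when tested at 20 µM, limit read from the data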;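 further: plate controls were DMSO wells with enzyme for no effect and DMSO wells lacking enzyme for full effect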
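Test system: recombinant HKDC1 (HK5) hexokinase enzyme, produced in-house / Doses: 20 µM test compound, 1% DMSO / Timing: 90 min, room temperature / Detection: G6PDH/diaphorase-coupled fluorescence, 1 mM NADP, 100 µM resazurin, 525/613 nm / Control set: DMSO wells with and without enzyme mix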
SENP8 block-1 – SENP8 protease inhibition. purified SENP8, Z-RLRGG-aminoluciferin cleavage, luminescence. AID 2540. 330,000 tested, 1.2% active. Q96LD8. inhibition, % at 10 µM; in the data active means inhibition above about 50%
Target sequence (Q96LD8 whole entry, looked up): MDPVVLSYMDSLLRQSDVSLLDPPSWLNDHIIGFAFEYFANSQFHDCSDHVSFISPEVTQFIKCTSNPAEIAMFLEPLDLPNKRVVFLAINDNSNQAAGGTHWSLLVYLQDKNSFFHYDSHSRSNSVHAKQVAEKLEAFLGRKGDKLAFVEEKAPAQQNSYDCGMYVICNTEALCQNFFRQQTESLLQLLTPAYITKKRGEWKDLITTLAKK
SENP7 block – blocks the human protease SENP7; inhibition, % at 5 µM; Q9BQF6; recombinant SENP7, Z-RLRGG-aminoluciferin luminescence, 40 min; 330,000 tested, 1.5% active;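 active means inhibition above about 50% at the single test dose, limit read from the data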;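 further: plate controls were DMSO with enzyme for no effect and no enzyme buffer wells for full effect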
Target sequence (Q9BQF6 706-1050 limits assumed): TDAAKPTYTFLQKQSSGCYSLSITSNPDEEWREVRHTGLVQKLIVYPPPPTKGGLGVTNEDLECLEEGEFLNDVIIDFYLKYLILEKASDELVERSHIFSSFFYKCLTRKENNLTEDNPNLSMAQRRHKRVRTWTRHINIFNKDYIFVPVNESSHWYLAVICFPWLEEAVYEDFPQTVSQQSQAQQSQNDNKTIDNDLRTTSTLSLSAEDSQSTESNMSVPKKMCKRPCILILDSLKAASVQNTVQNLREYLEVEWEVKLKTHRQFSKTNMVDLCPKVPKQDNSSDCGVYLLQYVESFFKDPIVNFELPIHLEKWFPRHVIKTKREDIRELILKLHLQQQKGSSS
SENP6 block – SENP6 protease inhibition; 330,000 tested, 1.8% active; AID 2599; Q9GZR1; Recombinant SENP6 catalytic domain, aminoluciferin luminescence; inhibition, % at 10 µM;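 active means inhibition above about 50% at the single tested dose, limit read from the data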;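 further: plate controls were DMSO wells with enzyme for no effect and DMSO wells lacking enzyme for full effect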
SENP8 block-2 – SENP8 (human) protease inhibition; Q96LD8; recombinant SENP8, Nedd8 substrate fluorescence; inhibition, % at 20 µM; 360,000 tested, 0.64% active; AID 602440; in the data active means inhibition mostly above about 40%, no sharp cut-off; inactive means mostly below about 27%
Apaf-1 inh – human Apaf-1 inhibition; 330,000 tested, 0.71% active; AID 489030; O14727; reconstituted apoptosome caspase-3 activity, DEVD-Rh110 fluorescence; inhibition, % at 20 µM; active means inhibition of at least 40% at 20 µM;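 further: plate controls were DMSO wells for no effect and DEVD-CHO caspase inhibitor wells for full effect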
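detection = Rh110 fluorescence intensity | test system = biochemical Apaf-1 apoptosome reconstitution | also added = cytochrome c and DEVD-Rh110 substrate | schedule = 30 min plus 50 min, RT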
PfG6PD inh – PfG6PD (Plasmodium falciparum) enzyme inhibition | PfGluPho enzyme, NADPH resazurin-diaphorase fluorescence | inhibition, % at 20 µM | 350,000 tested, 0.78% active;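 active means inhibition reaching at least a set limit at 20 µM in the primary screen, cut at about 59% in these data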;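 further: 0% = DMSO wells with substrate and 100% = DMSO wells lacking glucose-6-phosphate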
SENP1 inh – SENP1 (human) catalytic domain inhibition; Q9P0U3; recombinant SENP1 catalytic domain, CyPet-SUMO1-YPet FRET cleavage; inhibition, % at 10 µM; 360,000 tested, 0.21% active;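 active means inhibition at least 30% at 10 µM, raw YFP signal under a set limit, fluorescence ratio 0.5 to 1.5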;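 further: 0% = enzyme with DMSO and 100% = no enzyme wells; some results filed as inactive read as strong as hits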
Target sequence (Q9P0U3 419-644 limits assumed): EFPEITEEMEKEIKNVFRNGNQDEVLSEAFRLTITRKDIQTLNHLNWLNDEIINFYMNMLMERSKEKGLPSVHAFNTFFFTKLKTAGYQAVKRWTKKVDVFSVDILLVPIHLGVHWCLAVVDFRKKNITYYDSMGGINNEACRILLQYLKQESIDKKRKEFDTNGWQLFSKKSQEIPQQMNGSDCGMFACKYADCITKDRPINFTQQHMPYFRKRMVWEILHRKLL
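Test system: hSENP1 catalytic domain, recombinant; Amount: 20 pM final SENP1 enzyme; Medium: Tris pH 8 buffer plus EDTA, NaCl, BME, BSA, NP40, catalase; Schedule: 50 min enzyme reaction, room temperature, light-protected; Technique: FRET fluorescence in CFP and YFP emission channels; Controls: no-enzyme wells low, DMSO-plus-enzyme wells high control.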
* hit, by the source's call; i = inactive; · = not tested or not shown. Rows are unselected; overall some 3.6% were active at least once.

SMILES	HKDC1 inhibitor	SENP8 block-1	SENP7 block	SENP6 block	SENP8 block-2	Apaf-1 inh	PfG6PD inh	SENP1 inh
CCOc1ccc(C(=O)NC(=S)Nc2ccc(N3CCOCC3)c(Cl)c2)cc1[N+](=O)[O-]	2	-3	-2	-15	18	1	-3	2
CC(=O)NC(CC(=O)c1ccc([N+](=O)[O-])cc1)C(Cl)(Cl)Cl (configuration not stated)	-6	-8	-4	-6	22	1	10	1
Cc1ccc(-c2noc(-c3cc(C(C)(C)C)nn3Cc3ccccc3)n2)cc1	3	6	1	-1	24	-7	14	2
CC(C)(C)C(=O)Nc1nc2c(s1)CN(Cc1ccccc1)CC2	-11	-2	9	-12	-109	6	13	-67
CC(=O)N=c1c(C#N)cc2c(=O)n3cccc(C)c3nc2n1CCCOC(C)C	-5	-5	-1	0	-381	2	-3	-39
CN(CC(=O)Nc1ccccc1Cl)C(=O)Cn1cc(C(F)(F)F)ccc1=O	2	4	6	0	19	-8	-8	1
CSCCC(NC(=O)c1c(C)oc2c1CCCC2)C(=O)O (configuration not stated)	-4	-2	1	-4	15	1	1	-2
Cc1cccc(NC(=S)NCCc2ccc(S(N)(=O)=O)cc2)c1C	-8	4	1	0	16	-4	-7	3
CCSc1nnc(NC(=O)C(NC(=O)c2ccc(Cl)cc2)C(C)C)s1 (configuration not stated)	-3	-4	-6	1	9	1	21	1
Cc1cc(NC(=O)c2nn3cccnc3c2Cl)no1	2	-12	-9	-9	-3	0	5	-2
O=C(Oc1c(Cl)cc(Cl)c2cccnc12)N1CCCCC1	-3	-1	-5	-4	8	16	-9	0
CCN1CCc2c(OCC(=O)Nc3ccc(C)cc3)cccc2C1=O	-5	-7	-12	-12	5	-2	20	3
COCCOC(=O)C1=C(C)NC(=O)NC1c1ccc(Cl)cc1 (configuration not stated)	0	-13	-4	-20	6	2	-18	4
COc1ccc(NC(=S)N(CCN2CCCCC2)Cc2ccco2)cc1	-7	10	-6	26	19	0	19	-2
CN(C)c1cccc(C(=O)N2CCCC(CCC(=O)N3CCN(c4ccccn4)CC3)C2)c1 (configuration not stated)	-1	5	-3	8	-114	7	-1	0
COc1ccc(OC)c(CCNC(=O)Cc2ccc(NC3=NC4CS(=O)(=O)CC4S3)cc2)c1 (configuration not stated)	5	-1	-3	-6	11	5	-15	4
CC(OC(=O)c1nn(C)c(=O)c2ccccc12)C(=O)NC1CCCCC1C (configuration not stated)	2	3	-1	5	5	-50	-6	1
CCOC(=O)C1=C(N)n2c(s/c(=C\c3ccncc3)c2=O)=C(C(=O)OCC)C1c1ccncc1 (configuration not stated)	0	-1	1	-3	4	11	1	3
Cc1cc(Br)ccc1NC(=O)CN1C(=S)NC(C)(C)CC1C (configuration not stated)	-2	-6	2	-21	8	-11	11	1
Cc1noc(C)c1C(=O)OCC(=O)Nc1ccc(N2CCOCC2)cc1	-4	-9	-10	-7	20	4	-7	-2
CC12/C(=N/O)C3C4CC5C3/C(=N/O)C1C5C42 (configuration not stated)	-7	-7	3	-15	4	-31	-2	2
Cc1c(C)n2c(SCC(=O)NCc3ccc4c(c3)OCO4)nnc2[nH]c1=O	-2	-8	-8	-6	4	2	0	0
O=C(COc1cccc2ccccc12)NNC(=O)c1cnccn1	11	-11	-2	-16	7	-7	-7	3
Cc1noc(C)c1COC(=O)CNC(=O)c1ccc(Cl)cc1	-4	-9	-4	-6	0	0	10	3

Four entries from above, arranged by the value under SENP1 inh, high to low:
SMILES | HKDC1 inhibitor | SENP7 block | SENP6 block | PfG6PD inh | SENP1 inh
COc1ccc(OC)c(CCNC(=O)Cc2ccc(NC3=NC4CS(=O)(=O)CC4S3)cc2)c1 (configuration not stated) | 5 | -3 | -6 | -15 | 4
CCOC(=O)C1=C(N)n2c(s/c(=C\c3ccncc3)c2=O)=C(C(=O)OCC)C1c1ccncc1 (configuration not stated) | 0 | 1 | -3 | 1 | 3
CC(OC(=O)c1nn(C)c(=O)c2ccccc12)C(=O)NC1CCCCC1C (configuration not stated) | 2 | -1 | 5 | -6 | 1
Cc1c(C)n2c(SCC(=O)NCc3ccc4c(c3)OCO4)nnc2[nH]c1=O | -2 | -8 | -6 | 0 | 0

New compounds follow.
SMILES	HKDC1 inhibitor	SENP8 block-1	SENP7 block	SENP6 block	SENP8 block-2	Apaf-1 inh	PfG6PD inh	SENP1 inh
COc1cc(NS(=O)(=O)c2ccc(N/C=C(\C=O)c3nc4ccccc4o3)cc2)nc(OC)n1	8	4	14	15	-3	4	-9	-35
Cc1nc(NC(=O)c2ccccc2)sc1-c1csc(Nc2ccc(Cl)cc2)n1	·	42	25	51*	·	-16	·	·
COc1ccc(CCNc2nc(=S)[nH]c3cc(OC)c(OC)cc23)cc1OC	-2	3	-3	11	-10	-4	30	-6
CC(Sc1nc2ccccc2n1C)C(=O)NC(c1ccccc1)c1ccccc1 (configuration not stated)	2	-12	3	-6	12	21	18	2
Cc1cc(=O)[nH]c(SCC(=O)Nc2c(C)n(C)n(-c3ccccc3)c2=O)c1C#N	-2	1	4	6	18	-2	-8	1
Fc1ccc(COc2ccc(Br)cc2CNCC2CCCO2)cc1 (configuration not stated)	1	0	12	8	10	-6	22	-1
CCC(=O)Nc1ccc(C(=O)Nc2ccc3c(c2)C(=O)N(CC2CCCO2)C3=O)cc1 (configuration not stated)	-3	-10	-7	-11	i	11	0	1
COc1ccc(CN(C(=O)CCC(=O)Nc2cc(C)on2)C(C(=O)NC(C)(C)C)c2cccc(OC)c2OC)cc1 (configuration not stated)	-3	2	8	9	2	7	-11	-1
COCCn1c(SCC(=O)c2c(N)n(C3CC3)c(=O)[nH]c2=O)nc2ccccc21	-1	-4	8	-15	6	1	13	-4
CC12CCC(C(=O)Nc3ccc4c(c3)OCCO4)(OC1=O)C2(C)C (configuration not stated)	7	-10	-10	-17	15	3	-6	2
Cc1cccc([C@@H]2[C@@H]3C(=O)N(Cc4ccccc4)C(=O)[C@@H]3[C@]3(Cc4ccccc4)C(=O)N(c4cccc(Cl)c4)C(=O)N23)c1	-2	1	-3	-2	7	13	13	2
O=c1c2ccccc2[nH]c(=S)n1CCN1CCCC1	-6	4	5	10	17	-9	-6	2
CCOc1ccc(Br)cc1CN(CC)CC	-5	2	-2	-12	8	1	-21	1
CNc1oc(/C=C/c2cccc(OC)c2)nc1C#N	-4	23	31	48	i	-11	19	-169
N#Cc1ccccc1NS(=O)(=O)c1cc2c3c(c1)CCC(=O)N3CCC2	-5	-7	0	-3	-56	5	-12	0
COc1ccc(C2(C(=O)N3CCCC3)CCOCC2)cc1OC	-7	1	4	5	20	-16	11	1
COCCN(C(=S)Nc1ccc(OC)c(Cl)c1)C1CCN(C(C)C)CC1	-3	6	7	2	8	-10	28	-12
CCOC(=O)C1(C(F)(F)F)N=C(C(F)(F)F)Nc2ccccc21 (configuration not stated)	-6	-5	72*	3	5	-13	-6	0
FC(F)Oc1ccc(-n2cc(-c3ccccc3)[n+]3c2CCCCC3)cc1	-6	-2	5	-16	23	-6	-12	2
N#Cc1ccc(C(=O)OCC(=O)Nc2cccnc2Cl)cc1	7	·	·	·	-15	·	-5	1
COc1ccc(CNC(=O)N[C@H](C(=O)O)C(C)C)cc1OC	-8	3	8	-2	9	-2	-11	3
CC(C)(C)OC(=O)N[C@@H](Cc1ccccc1)C(=O)NCC1CCC(C(=O)N[C@@H](CCC(N)=O)C(=O)O)CC1 (some centres not stated)	1	-1	0	8	5	3	-10	3
CCCCN(C(=O)C1=NN(c2ccccc2)C(=O)CC1)c1c(N)n(CCC)c(=O)[nH]c1=O	0	8	-3	-2	-3	-10	7	-4
CC(C)C(=O)NCc1cc(-c2ccc(Cl)cc2)no1	4	4	5	-27	-1	0	-7	2
COC(CNC(=O)c1ccc(CS(=O)(=O)c2c(Cl)cccc2Cl)o1)OC	-7	-9	-11	-25	8	-1	1	5
CCOC(=O)C1CCN(S(=O)(=O)c2ccc3[nH]c4c(c3c2)CCCC4)CC1	2	-6	-4	-20	-13	16	20	-10
CCC(C)NC(=O)Cc1ccc(-c2ccccc2)cc1 (configuration not stated)	11	-11	-2	-24	2	2	-13	-48
COC(=O)c1sc(NC(=O)c2cnccn2)c(C(=O)OC)c1C	1	-8	-2	-7	·	-4	-26	·
CCOc1ccc(OCC)c(NC(=O)CSc2nnc(Cn3cnc4ccccc43)n2C)c1	-10	3	2	3	6	-2	-2	2
CN(C)c1nccc(NCc2ccccc2)c1C#N	-2	2	-3	-20	2	-1	-1	2
CCCNc1ncnc2[nH]ncc12	-3	·	·	·	-2	·	-3	1
CCCN(S(=O)(=O)c1ccccc1F)S(=O)(=O)c1ccccc1Br	1	-2	7	-14	12	29	-15	-3
CSCC[C@H](NC(=O)Nc1ccc(C)cc1C)C(=O)O	-14	8	-3	-3	14	1	-12	-2
CCOCc1c(C(=O)OCC(=O)/C(C#N)=C(\C)N)oc2ccccc12	6	6	6	13	11	-21	-9	0
COc1ccc2c(c1)CCCC21NC(=O)N(CC(=O)N2CC(C)OC(C)C2)C1=O (configuration not stated)	-4	6	-2	-4	17	-13	-6	0
CCOc1ccc(C2/C(=C(/O)c3ccc(S(=O)(=O)N4CCCCC4)cc3)C(=O)C(=O)N2CCCOC)cc1OC (configuration not stated)	-6	3	-4	-13	11	2	-6	2
O=C1C=CC(=O)N1Cc1ccccn1	5	·	·	·	7	·	-13	0
O=C(NCC(c1ccc(F)cc1)N1CCOCC1)c1ccc(-c2ccccc2)cc1 (configuration not stated)	-5	1	0	-7	3	12	19	1
NC(=O)Cn1cnc(-c2ccccc2)c1	-5	-1	1	-8	21	-4	-7	1
COc1ccc(C(=O)N/N=C\c2ccoc2)cc1	2	-13	4	-18	4	-1	-3	1
COc1cc(C2(c3ccc(O)c(OC)c3)C(=O)Nc3c(Br)cc(Br)cc32)ccc1O	-2	-9	4	-3	10	7	-37	-2
Cc1ccc(NC(=O)CCn2c(=O)[nH]c3ccsc3c2=O)cc1F	-5	-7	-7	-24	4	9	-5	4
COc1ccc(-n2cc(-c3ccccc3)c3c(N4CCN(CCO)CC4)ncnc32)cc1	8	-3	-2	-24	-59	13	-15	-2
Nc1cccc2c1C(=O)N(C(=O)c1cccc(S(=O)(=O)N3CCCC3)c1)C2=O	-1	1	0	-4	i	-6	5	-18
CCS(=O)(=O)C(=C(Nc1ccc(OC)cc1)Nc1ccc(OC)cc1)S(=O)(=O)CC	-2	-2	0	11	16	-7	-9	-2
O=C(O)c1cc(Br)ccc1NN=C1CCCCC1	2	1	9	4	17	-7	7	0
CC(C)CCNC(=O)c1onc(CSc2ccc(Cl)cc2)c1C(=O)NCCC(C)C	3	7	-3	-3	-4	12	16	-1
COc1cc(C(=O)NC(=S)Nc2nc(-c3ccc(F)cc3)cs2)cc(OC)c1OC	-6	4	1	-6	11	-3	-5	2
Fc1ccccc1NC(=S)NCc1ccc2c(c1)OCO2	-8	2	4	8	5	-2	5	1
Cc1ccc(O)c(-c2cc(C(=O)Nc3ccc(S(=O)(=O)N4CC(C)OC(C)C4)cc3)[nH]n2)c1 (configuration not stated)	3	-2	-3	-1	28	5	-4	0
Cc1c(C=Nc2ccc(S(=O)(=O)N(C)C)cc2)c(O)[nH]c(=O)c1C#N	5	-1	7	0	-28	6	31	-7
COc1ccccc1CCNC(C)CCc1ccc(O)cc1 (configuration not stated)	-1	-7	0	1	9	5	-1	-1

Source: PubChem BioAssay (Sanford-Burnham Center for Chemical Genomics)
